Screening data (PubChem)
GAA glycogen mod – alters human alpha-glucosidase cleavage of glycogen; P10253; recombinant GAA, glycogen substrate, Amplex Red glucose oxidase fluorescence; Potency, µM (highest dose often 76.4 µM), for the others: top-dose activity change, negative = inhibition, hits mostly inhibitors; actives 0.38% (n = 300,000); AID 2100;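 further: 0% = full enzyme reaction and -100% = no-enzyme basal signal; the screen sought inhibitors and activators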
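qHTS, 1536-well; enzyme 4 nM final; cpd up to 77 uM; substrate bovine liver glycogen 30 ug; 50 mM citrate/phosphate pH 5.0, 0.01% Tween-20; 37 C, 40 min; Amplex Red detection 45 min RT; Hill fit → AC50.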
Epigenetic reg – regulators of epigenetic silencing causing reporter derepression in mouse cells; murine LDR cells, GFP reporter derepression, 30 h; actives 0.2% (n = 280,000); Potency, µM (series often up to 53.9 µM), without a hit: at the highest dose GFP activation, usual class: activators; further: % of control where 0% means no effect; nearly all actives have a fitted effect of over 60% in size
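GFP-positive cell count by laser-scanning cytometry (objects 20–120 um) after 30 h, 37 C compound exposure of murine LDR cells; reporter is CMV-GFP integrated at a silenced locus, inducible by HDAC or DNMT inhibitors.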
GAA spleen mod – inhibits or activates alpha-glucosidase in human spleen homogenate | P10253 | human spleen homogenate, 4-MU-alpha-glucoside fluorescence | Potency, µM (highest dose often 79.9 µM), without a hit: at the highest dose activity change, negative = inhibition, actives largely listed as inhibitors | actives 0.006% (n = 240,000);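 further: 0% = enzyme with vehicle and -100% = no enzyme basal signal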
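Compounds were titrated against alpha-glucosidase in spleen homogenate at pH 5.0, with 1 mM 4-methylumbelliferyl substrate for 40 min at 37 C. Reactions were quenched with pH 10 NaOH/glycine and fluorescence measured.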
NPSR antag – blocks cAMP signaling of the human neuropeptide S receptor; Q6W5P4; CHO-NPSR cells, cAMP TR-FRET, antagonist mode; Potency, µM (titrated, usually from 38.3 µM), for inactives: at the top dose activity change, negative = inhibition, hits mostly inhibitors; actives 1% (n = 220,000); further: on the % scale 0 is the no-effect control and ±100 the full control effect; nearly all actives have a fitted effect of over 50% in size; many of its hits are not listed in these tables
Target sequence (Q6W5P4 whole entry, looked up): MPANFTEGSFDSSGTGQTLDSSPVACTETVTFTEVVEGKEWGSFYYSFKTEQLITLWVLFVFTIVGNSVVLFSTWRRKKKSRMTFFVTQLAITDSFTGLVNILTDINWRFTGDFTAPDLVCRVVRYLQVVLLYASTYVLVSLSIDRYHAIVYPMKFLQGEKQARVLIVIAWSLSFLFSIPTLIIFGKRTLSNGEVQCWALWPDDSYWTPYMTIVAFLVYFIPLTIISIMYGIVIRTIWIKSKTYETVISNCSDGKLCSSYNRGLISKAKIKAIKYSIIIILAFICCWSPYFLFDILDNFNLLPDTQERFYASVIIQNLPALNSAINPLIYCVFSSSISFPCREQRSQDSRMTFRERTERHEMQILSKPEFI
Tau fluor counter – counter-screen for tau fibril formation inhibitors; tau K18 P301L (four-repeat tau fragment) Alexa594 fluorescence, heparin fibrillization; Potency, µM (series often up to 57.7 µM), inactives show top-dose activity change, negative = decrease; actives 0.93% (n = 280,000); AID 1463; further: on the % scale 0 is the no-effect control and ±100 the full control effect; nearly all actives have a fitted effect of over 55% in size
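Human K18 P301L tau (15 uM unlabeled plus 0.24 uM Alexa 594-labeled, final) in 100 mM sodium acetate pH 7 was mixed with compound and 20 uM heparin and incubated 6 hr at 37 C.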
GAA inh – alpha-glucosidase (human) inhibition | P10253 | purified human GAA, 4-MU-alpha-glucoside fluorescence | Potency, µM (highest dose often 76.9 µM), for inactives: top-dose activity change, negative = inhibition, actives largely listed as inhibitors | actives 0.005% (n = 200,000) | AID 1466;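 further: plate controls were uninhibited enzyme wells for no effect and no-enzyme background for full effect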
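Fluorescence at Ex 365/Em 440 nm from 4-methylumbelliferone reported enzyme activity after 20 min at room temperature. Reactions used 4 nM enzyme and 400 uM substrate at pH 5.0; curves fitted with the Hill equation.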
aGal spleen mod – alpha-galactosidase A (human) modulation; P06280; human spleen homogenate, 4MU-alpha-Gal fluorescence, 40 min; Potency, µM (top dose mostly 80 µM), for inactives: at the highest dose activity change, negative = inhibition, actives largely listed as inhibitors; actives 0.008% (n = 240,000); AID 2107;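 further: 0% = enzyme with vehicle and -100% = no enzyme basal signal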
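Fluorogenic readout (Ex 365/Em 440 nm) of 4-methylumbelliferone released from 1 mM 4-MU-alpha-galactoside by spleen homogenate, 40 min at 37C, pH 5.0. Data normalized to no-enzyme and enzyme controls; Hill-equation AC50 from compound titrations.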
ALDH1A1 inh – inhibitors of human aldehyde dehydrogenase 1A1 | actives 7.3% (n = 220,000) | AID 1030 | P00352 | Purified ALDH1A1, NADH fluorescence, propionaldehyde substrate | Potency, µM (highest dose often 75.3 µM), without a hit: top-dose activity, negative = inhibition, actives largely listed as inhibitors; active means well fitted inhibition curve with a large enough effect, not every such curve was filed as active; inconclusive means small, poorly fitted or top-dose-only effect, or another doubt; inactive means no such curve, though single readings can be large or run the other way;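 further: plate controls were no enzyme wells and a reference inhibitor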
Target sequence (P00352 whole entry, looked up): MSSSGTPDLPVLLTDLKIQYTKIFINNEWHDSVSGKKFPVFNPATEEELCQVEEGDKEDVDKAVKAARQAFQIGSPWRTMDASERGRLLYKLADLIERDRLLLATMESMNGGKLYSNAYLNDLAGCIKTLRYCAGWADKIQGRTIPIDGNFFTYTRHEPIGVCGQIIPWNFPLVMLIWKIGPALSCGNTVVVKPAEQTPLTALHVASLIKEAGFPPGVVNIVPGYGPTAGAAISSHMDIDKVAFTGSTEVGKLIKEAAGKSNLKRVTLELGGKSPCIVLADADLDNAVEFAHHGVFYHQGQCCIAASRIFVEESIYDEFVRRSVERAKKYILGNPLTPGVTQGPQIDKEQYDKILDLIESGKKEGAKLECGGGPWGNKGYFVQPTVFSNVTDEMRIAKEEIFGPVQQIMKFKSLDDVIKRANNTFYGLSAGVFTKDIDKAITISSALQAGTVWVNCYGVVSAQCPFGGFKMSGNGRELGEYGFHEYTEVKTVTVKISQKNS
Numbers without * were called inactive; u = inconclusive; x = no result given; & = joins results of further samples; [ ] = another dose, or the depositor's remark. Unless noted, the call rests on the fitted dose curve; in most records, active means well fitted curve in the direction sought with a large enough effect; inconclusive means small, poorly fitted or top-dose-only effect, or another doubt; inactive means no such curve, though single readings can be large; an effect the other way counts as inactive or inconclusive. Potency means the concentration at half of the fitted maximal effect. A portion of the library, so the mix of outcomes need not match the whole.

SMILES | GAA glycogen mod | Epigenetic reg | GAA spleen mod | NPSR antag | Tau fluor counter | GAA inh | aGal spleen mod | ALDH1A1 inh
CCOc1ccc(NC(=O)CN2C(=O)/C(=C3\SC(=S)N(C4CCS(=O)(=O)C4)C3=O)c3ccccc32)cc1 (stereo unspecified) | 8% | -6.2% | -2% | -9% | -15% | x | -1% | x
COc1ccccc1N1CCN(CC(O)COCc2cccs2)CC1 (stereo unspecified) | 1% | -0.6% | 2% | 1% | -4% | -5% | -4% | 6%
CN(C(=O)c1ccc(NC(=O)C2CC=CCC2C(=O)O)cc1)c1ccccc1 (stereo unspecified) | 5% | -1.0% | 2% | 12%[46.1 µM] | -3% | 0% | -5% | u
COc1cc(/C=C2\N=C(c3ccccc3)NNC2=O)cc(OC)c1OC | -3% | 0.2% | 1% | -8% | -14% | x | 2% | x
CC(C)OC(=O)CN1C(=O)c2ccccc2C1=O | 5% | -1.0% | 6% | 0%[46.1 µM] | 6% | 1% | 6% | 8%
CCn1cc(/C=N\NC(=O)c2ccccc2Cl)cn1 | 3% | -4.8% | 4% | 2% | 2% | -9% | 2% | -14%
COc1ccc(OC)c(/C=N/Nc2nncn2/N=C/c2cc(OC)ccc2OC)c1 | -9% | 19% | -5% | -12% | -12% | 1% | 5% | u
Cc1cc(/C=N\NC(=O)c2cccs2)c(C)n1-c1ccc2ncccc2c1 | 1% | 1.4% | 8% | -26%[46.1 µM] | u | -1% | 12% | 20µM*
CNC(=S)N1CCN(c2ccc([N+](=O)[O-])cc2)CC1 | -2% | -0.1% | -2% | 3%[46.1 µM] | -6% | -14% | 3% | u
CCc1nc2ccccc2n1CC(=O)N1CCN(Cc2ccccc2)CC1 | -4% | 3.5% | -3% | -1% | -1% | -7% | 9% | 9%
COc1ccc(CC(=O)N2CC3(C)CC2CC(C)(C)C3)cc1OC (stereo unspecified) | 7% | -0.5% | 6% | u | 11% | -7% | -4% | u
CC(C)NCC(O)COc1ccccc1-n1cccc1 (stereo unspecified) | x | 0.0% | 4% | x | -10% | x | -5% | 3%
CC(=O)c1sc2nc(CSc3nnnn3-c3ccccc3)[nH]c(=O)c2c1C | -1% | -0.2% | 3% | -13% | -24% | u | 8% | 25µM*
Cc1ccc(C)c(N2CCN(C(=O)Cc3c(C(=O)O)[nH]c4ccc(Cl)cc34)CC2)c1 | -2% | -1.0% | -2% | -13% | -19% | x | -16% | x
Cc1ccc(OCC(O)Cn2c(NCCc3ccccc3)nc3c2c(=O)[nH]c(=O)n3C)cc1 (stereo unspecified) | -6% | -2.2% | -4% | -2%[46.1 µM] | -15% | -1% | -15% | 10%
Cc1c(NC(=O)c2cc(-c3cccs3)nc3ccccc23)c(=O)n(-c2ccccc2)n1C | 11% | 1.0% | -3% | 14% | -5% | u | -1% | u
CCc1ccc(NC(=S)NC2CC3CCCC(C2)N3Cc2cccs2)cc1 (stereo unspecified) | -4% | -3.3% | -12% | 1%[46.1 µM] | u | -7% | -3% | u
COCCSc1ccccc1C(=O)N1CCOCC1 | 2% | -2.5% | 2% | -17%[46.1 µM] | -2% | 1% | 5% | -15%
COC(=O)c1ccc(S(N)(=O)=O)o1 | 0% | 0.0% | 3% | 13% | -4% | 1% | 10% | 22%
O=C(O)c1cccc(S(=O)(=O)Nc2ccc(O)c(Sc3nc4ccccc4s3)c2)c1 | u | -7.4% | -8% | -26% | -11% | -38% | 0% | -12%
CCOC(=O)c1c(C)[nH]c(C(=O)COC(=O)CN2C(=O)C3CCCCC3C2=O)c1C (stereo unspecified) | 1% | 2.9% | 7% | 2%[46.1 µM] | -10% | -5% | 9% | -15%
CCN(CC)S(=O)(=O)c1ccc(O)c(NS(=O)(=O)c2ccccc2F)c1 | 1% | -1.5% | -8% | 5% | -1% | 1% | -6% | 13µM*
COC(=O)c1ccc(Oc2nc(Nc3ccccc3)nc(N(C)C)n2)cc1 | -13% | -2.1% | -11% | -25%[46.1 µM] | -14% | -3% | -3% | 1%
CCCCC(=O)NC1(C(F)(F)F)C(=O)Nc2c1c(=O)n(C)c(=O)n2C (stereo unspecified) | 3% | 1.9% | 2% | 1%[46.1 µM] | -5% | u | 7% | 9%
CC(C)CCc1noc(CN(C)CCC2CCOCC2)n1 | -4% | 1.1% | -3% | 4% | -2% | x | 5% | x

2 of the compounds above, as labelled records.
> CC(C)NCC(O)COc1ccccc1-n1cccc1 (stereo unspecified)
- GAA glycogen mod: x
- Epigenetic reg: 0.0%
- GAA spleen mod: 4%
- NPSR antag: x
- Tau fluor counter: -10%
- GAA inh: x
- aGal spleen mod: -5%
- ALDH1A1 inh: 3%
> CC(=O)c1sc2nc(CSc3nnnn3-c3ccccc3)[nH]c(=O)c2c1C
- GAA glycogen mod: -1%
- Epigenetic reg: -0.2%
- GAA spleen mod: 3%
- NPSR antag: -13%
- Tau fluor counter: -24%
- GAA inh: u
- aGal spleen mod: 8%
- ALDH1A1 inh: 25µM*

(continued)
SMILES | GAA glycogen mod | Epigenetic reg | GAA spleen mod | NPSR antag | Tau fluor counter | GAA inh | aGal spleen mod | ALDH1A1 inh
Cc1cc(NC(=O)CS(=O)(=O)Cc2ccccc2)no1 | 7% | -1.1% | 4% | 15% | 8% | 12% | 2% | 2%
CCOc1ccc(-c2cn(CCC#N)cn2)cc1 | -1% | 2.2% | 3% | -7%[46.1 µM] | -2% | 6% | 5% | 6%
Nc1ccccc1S(N)(=O)=O | x | -1.4%[16.9 µM] | -12%[29.1 µM] | x | x | x | -11%[29.1 µM] | 4%[20.9 µM]
CCCn1c2c(c(O)c(C(=O)NC)c1=O)CCCC2 | 3% | -0.8% | -11% | 17%[46.1 µM] | 7% | 2% | -1% | -11%
Cc1ccc(S(=O)(=O)N2CCN(c3nccnc3C#N)CC2)cc1 | -7% | -0.3% | -19% | 3%[7.67 µM] | -13% | x | 12% | x
Cc1cc(N2CCOCC2)nc2ccc(NC(=O)CCC(=O)N3CCCCC3)cc12 | 5% | -0.9% | 5% | -5%[46.1 µM] | -13% | u | 27% | u
CCN(c1ccccc1)S(=O)(=O)c1ccc(OC)c(NC(=O)C2CC(=O)N(Cc3ccccc3)C2)c1 (stereo unspecified) | 1% | 2.5% | -12% | -36% | -13% | x | 2% | x
CN1CCN2c3ccccc3Cc3ccccc3C2C1 (stereo unspecified) | -1% | 2.4%&-0.2%&0.0%&-3.8% | -4%&-7%&-6%&1% | 1% | -8%&-16%&-1%&-11% | 1%[15.4 µM] | 1%&1%&-4%&-2% | u
CC1(C)Cc2c(c(N3CCOCC3)nc3sc4c(NCc5ccco5)nnnc4c23)CS1 | -9% | 0.0% | -4% | u | -11% | -5% | -1% | u
O=C(Nc1ccc(Br)cc1)C1CCN(C(=O)c2ccc(F)cc2)CC1 | 0% | 0.9% | -1% | 3% | -11% | 0% | 2% | 15%
Cc1ccc(S(=O)(=O)NCC2CCC(C(=O)NCc3ccccn3)CC2)cc1 (stereo unspecified) | -13% | -2.0% | -3% | 12% | -3% | 2% | 2% | 7.9µM*
CCCCn1c(-c2cccnc2)n[nH]c1=S | -1% | -0.9% | 1% | 13% | -6% | 3% | 5% | 5%
O=C(CN1CCCCC1)Nc1ccccc1-c1ccccc1 | 5% | 3.1% | -7% | 0%[46.1 µM] | -8% | -9% | -4% | 19µM*
CCO[C@@H]1OC(C(=O)N2CCOCC2)=C[C@H](c2cn(C(C)=O)c3ccccc23)[C@H]1CCCO | -8% | -3.0% | 2% | -7% | 10% | x | 9% | 2%
N#Cc1c2n(c3c(-c4ccccc4)ncnc13)CCC2 | -8% | -2.1% | 1% | -3%[46.1 µM] | 7% | -5% | 9% | u
CNc1cc(N2CCCC2)ccc1[N+](=O)[O-] | 29% | 12% | 2% | -7% | 5% | -10% | 1% | 7%
Clc1ccc(-n2ncc3c(N4CCCC4)ncnc32)cc1 | -3% | 0.1% | -10% | -27% | -10% | -15% | 7% | u
CCCN1C(=O)/C(=C/c2nc3ccccc3c(=O)[nH]2)c2ccccc21 | -5% | 3.7% | -1% | -28% | -2% | -5% | 4% | 2.5µM*
Cc1ccc2c(c1)CCCN2C(=O)c1ccc2c(c1)OCO2 | -6% | -0.6% | 2% | -5%[46.1 µM] | -8% | 1% | 3% | u
N#Cc1cccc(NC(=O)c2ccccc2C(=O)O)c1 | -2% | 0.3% | -5% | -11%[46.1 µM] | -5% | -3% | -3% | -3%
Cc1ccc(-n2c(C)cc(C(=S)N3CCOCC3)c2C)cc1C | -6% | 0.0% | -12% | u | -2% | 0% | -10% | 28µM*
CC(C)(C)C(=O)[C@@H]1[C@@H]2C(=O)N(C3CCCCC3)C(=O)[C@@H]2[C@H]2c3ccccc3C=CN12 | u | 0.0% | -5% | 1%[46.1 µM] | u | -6% | -2% | 20µM*
CC1CCN(S(=O)(=O)c2ccccc2[N+](=O)[O-])CC1 | 6% | -3.2% | -8% | 8% | -6% | -1% | -3% | -2%

Four compounds from above, reduced to GAA spleen mod.
molecule	GAA spleen mod
O=C(O)c1cccc(S(=O)(=O)Nc2ccc(O)c(Sc3nc4ccccc4s3)c2)c1	-8%
COc1cc(/C=C2\N=C(c3ccccc3)NNC2=O)cc(OC)c1OC	1%
COCCSc1ccccc1C(=O)N1CCOCC1	2%
CC(C)(C)C(=O)[C@@H]1[C@@H]2C(=O)N(C3CCCCC3)C(=O)[C@@H]2[C@H]2c3ccccc3C=CN12	-5%
